Platelet DG rel = inhibitors of platelet dense granule secretion, primary screen, cell-based, MLPCN, human platelets | human platelet-rich plasma, SFLLRN dense granule ATP release, luminescence | inhibition, %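 (compounds screened at 7.5 µM in platelet-rich plasma)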 | hit rate 0.22% among 300,000;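 active = mean replicate score, as percent of positive control, at or above 50; inconclusive = mean below 50 but at least one replicate at or above 50; inactive = mean and every replicate below 50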
aSyn UTR inh = MLPCN primary screen, SNCA 5' untranslated region; alpha-synuclein 5'UTR reporter, inhibitor activity; inhibition, % (tested at 7.5 µM); hit rate 0.82% among 300,000; AID 1813, 2009; in the data active = inhibition above about 60%; inconclusive = no clear call, values can overlap the other calls;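 also: H4 neuroglioblastoma cells stably carrying SNCA 5'UTR luciferase fusion; 0% = DMSO wells and 100% = positive control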
Dyrk1A ADPGlo = rat Dyrk1A kinase inhibitors, primary screen, biochemical, single point, plate reader; Dual specificity tyrosine-phosphorylation-regulated kinase 1A (Rattus norvegicus), Q63470; inhibition, % at 12.5 µM; ADP-Glo luminescence, NFATc1 peptide; AID 504441, 2011; hit rate 0.43% among 310,000; in the data active = inhibition above about 50%;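 also: plate controls were vehicle with enzyme for no effect and no enzyme for full effect; many of its hits are not listed in these tables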
GSK3B inh = human GSK3beta kinase inhibitors, primary screen, biochemical, cell-free homogeneous, HTS; Glycogen synthase kinase-3 beta (Homo sapiens), P49841; GST-GSK3beta kinase, ADP-Glo luminescence, 60 min; hits give low values; activity score (negative = inhibition), % at 10 µM; hit rate 0.038% among 300,000; AID 2097, 2009;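 active = more than half of replicate wells score below -50%, meaning over 50% inhibition versus plate controls; inconclusive = some replicates but at most half score below -50%; inactive = no replicate scores below -50%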;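 also: 0% = median DMSO wells and -100% = median GW8510 positive control wells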
Target sequence (P49841 whole entry, looked up): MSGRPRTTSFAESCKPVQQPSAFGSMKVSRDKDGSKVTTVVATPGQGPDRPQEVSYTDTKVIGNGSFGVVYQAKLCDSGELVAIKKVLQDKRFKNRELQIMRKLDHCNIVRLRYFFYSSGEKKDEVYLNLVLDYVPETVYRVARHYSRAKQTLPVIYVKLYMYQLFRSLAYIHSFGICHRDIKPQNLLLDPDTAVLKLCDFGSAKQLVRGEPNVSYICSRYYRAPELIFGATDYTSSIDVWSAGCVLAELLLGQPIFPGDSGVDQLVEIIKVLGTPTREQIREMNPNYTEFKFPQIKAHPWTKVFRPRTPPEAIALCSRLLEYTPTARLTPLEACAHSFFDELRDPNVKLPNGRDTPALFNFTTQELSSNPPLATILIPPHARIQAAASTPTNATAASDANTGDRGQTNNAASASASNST
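Test system – GST-tagged human GSK3beta kinase, cell-free · Incubation – 60 min enzyme reaction, room temperature · Signal – ADP-Glo luminescence · Also added – peptide substrate and ATP at 25 µM · Controls – DMSO neutral wells and GW8510 at 20 µM as positive · Buffer or medium – Tris/MgCl2 kinase buffer · Measure – Luminescence-derived activity versus plate DMSO and GW8510 wells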
HSF1 inh = HSF1 inhibitors in luciferase reporter cells, primary screen, cell-based, NIH3T3, luminescence; NIH3T3-HGL HSE-luciferase, MG132-induced, luminescence 8 h; hits give low values; activity change, negative = inhibition, % at 7.5 µM (by protocol); hit rate 0.77% among 300,000; AID 2098, 2009;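 active = more than half of replicate wells show activity change below -50%, luminescence cut by over half; inconclusive = some wells, but at most half, below -50%; inactive = no replicate well below -50%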;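 also: luciferase reports HSF-1 transcriptional activity via heat shock element; 0% = median of DMSO wells and -100% = zero luminescence signal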
HSF-1 act = HSF-1 activators, primary screen, NIH3T3-HGL cells, MG132 stress, luminescence, single point; NIH3T3-HGL HSF-1 luciferase reporter, 8 h; 100% = twice DMSO control signal; hit rate 1.7% among 300,000; activation, % at 9 µM;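 active = mean replicate activation of at least 50% with a set share of replicates each reaching 50%; inconclusive = only one of those two conditions met; inactive = mean below 50% and too few replicates reaching it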;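 also: 0% = median of the neutral control wells and 100% = twice that signal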
KLF5 inhibitor = KLF5 expression inhibitors, primary screen, DLD-1 cells, luminescence. DLD-1 KLF5 promoter-luciferase reporter. inhibition, % at 5 µM. hit rate 0.23% among 290,000;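 active = inhibition above a per-plate limit of that plate's mean compound inhibition plus 3 SD, cut at about 60% in these data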;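 also: 0% = DMSO wells and 100% = LY294002 at 200 µM; higher means less KLF5 promoter-driven luciferase light; inactives centre near -14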
IEC-6 tox = cytotoxicity in IEC-6 intestinal epithelial cells, primary screen, cytotoxicity control for KLF5 inhibitor project, cell-based, luminescence. IEC-6 cytotoxicity, luminescence viability. inhibition, % at 5 µM. hit rate 0.78% among 290,000. AID 1825, 2009; in the data active = inhibition above about 22%;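 also: 0% = plate median of test compound wells and 100% = cytotoxic reference compound wells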
GSK3A inh = blockers of GSK3A enzyme activity – biochemical, luminescence, cell-free homogeneous, HTS, primary screen; Glycogen synthase kinase-3 alpha (Homo sapiens), P49840; GSK-3 alpha kinase, ADP-Glo luminescence, 60 min; inhibition, % at 10 µM; hit rate 0.1% among 320,000;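 in the data active = inhibition above about 50%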;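 also: GST-tagged GSK-3 alpha with peptide substrate and 25 µM ATP; 0% = DMSO neutral wells and 100% = GW8510 positive control wells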
Target sequence (P49840 whole entry, looked up): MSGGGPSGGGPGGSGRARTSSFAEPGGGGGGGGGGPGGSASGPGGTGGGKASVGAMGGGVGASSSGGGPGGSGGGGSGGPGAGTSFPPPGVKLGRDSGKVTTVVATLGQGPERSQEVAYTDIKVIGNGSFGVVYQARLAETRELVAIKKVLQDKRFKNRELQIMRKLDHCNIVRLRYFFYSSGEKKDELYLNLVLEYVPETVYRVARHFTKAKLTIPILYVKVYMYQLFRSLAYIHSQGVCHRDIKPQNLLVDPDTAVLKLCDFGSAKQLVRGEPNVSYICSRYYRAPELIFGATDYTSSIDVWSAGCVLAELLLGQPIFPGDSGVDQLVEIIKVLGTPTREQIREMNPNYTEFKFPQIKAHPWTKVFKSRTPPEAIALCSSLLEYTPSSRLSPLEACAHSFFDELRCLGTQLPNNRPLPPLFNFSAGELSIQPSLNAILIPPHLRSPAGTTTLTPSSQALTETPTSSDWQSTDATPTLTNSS
HSP90 refold inh = HSP90 inhibitors, primary screen, cell lysate, luminescence; Heat shock protein HSP 90 (rabbit reticulocyte lysate; luciferase refolding); Rabbit reticulocyte lysate, luciferase refolding luminescence, 3 h; inhibition, % at 5.6 µM; hit rate 0.91% among 290,000;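 active = inhibition above the screen-wide mean plus 3 SD, computed separately per campaign, cut at about 16% in these data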;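 also: 0% = DMSO wells and 100% = 60 µM geldanamycin wells; inhibitors lower the luminescence because luciferase stays unfolded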
The depositor's hits bear a star; ? = inconclusive; / = not tested or not shown.

The line under a structure holds: Platelet DG rel | aSyn UTR inh | Dyrk1A ADPGlo | GSK3B inh | HSF1 inh | HSF-1 act | KLF5 inhibitor | IEC-6 tox | GSK3A inh | HSP90 refold inh
- O=C(c1ccccc1)N(C1=NCCCCS1)c1ccccc1
  0 | -15 | 1 | 0 | -1 | 9 | -11 | -6 | 3 | 0
- CCCC[C@@H]1CNC(=O)C(=O)N1CCc1cc(C(F)(F)F)cc(C(F)(F)F)c1
  -1 | -14 | -4 | -1 | 9 | 10 | / | / | -3 | /
- CSc1ccccc1C(=O)NC1CCCC1
  2 | 7 | 10 | 1 | -1 | -8 | -33 | -9 | -4 | -1
- Cc1cc(CN2CCCC(CO)(Cc3cccc(Cl)c3)C2)n[nH]1 (stereo not drawn)
  0 | 4 | 8 | 1 | 8 | 23 | -13 | 5 | -1 | -1
- CCOC(=O)C1(Cc2ccccc2)CCN(Cc2cccn2-c2nccs2)CC1
  -1 | 17 | 7 | -1 | -1 | 22 | 0 | 1 | -2 | -1
- Cc1ccccc1NS(=O)(=O)c1ccc2c(c1)oc(=O)n2C
  -12 | 11 | -6 | 0 | -6 | -17 | 1 | 6 | -3 | 2
- O=C(Nc1nonc1-c1ccc(F)cc1)c1ccco1
  -2 | 1 | -2 | 5 | 1 | 0 | -15 | -4 | -4 | -5
- CCc1nnc(NCC(=O)N2CCc3ccccc32)s1
  10 | 10 | -12 | -6 | -5 | 1 | -30 | 0 | -3 | 5
- CCC(CC)NC(=O)c1cc(OC)c(OC)c(OC)c1
  5 | 3 | -9 | 2 | 2 | 4 | -16 | -4 | -1 | 1
- COc1ccccc1N=c1oc2cc(O)ccc2cc1C(N)=O
  57* | -74 | 93* | 2 | 1 | 27 | -57 | 21 | 61* | 8
- COc1cc(-c2nc(C(=O)NCC3CCCO3)cc3c2[nH]c2ccccc23)cc(OC)c1OC (stereo not drawn)
  -5 | 21 | 2 | 0 | 3 | 5 | 6 | 3 | 0 | 0
- COc1ccc(S(=O)(=O)N(CCCN2CCOCC2)Cc2cccc(OC)c2OC)cc1
  9 | -11 | 3 | -10 | 1 | 10 | -16 | -3 | / | 1
- COc1ccc(OC)c(NC(=S)Nc2ccccc2)c1
  -4 | 3 | 0 | -1 | -5 | 5 | 7 | -1 | 0 | -6
- Cc1cc2c(ncn2C)c(NS(=O)(=O)c2ccc(F)cc2)c1C
  -1 | 12 | -1 | 2 | 2 | -4 | -9 | 6 | 0 | 2
- COc1ccc(C(=O)Nc2ccc(S(=O)(=O)N3CCCC3)cc2)cc1
  -5 | -15 | -3 | -3 | 0 | 4 | -34 | 3 | -1 | -1
- CCOC(=O)N1CCN(S(=O)(=O)c2ccc(OC)c(OC)c2)CC1
  3 | -4 | -5 | -21 | 2 | -8 | -6 | 3 | -5 | 1
- Cc1nc(SCC(=O)NC(=O)NC2CCCCC2)nc(C)c1C
  -1 | -6 | -1 | 2 | -1 | -4 | -38 | 1 | -1 | -3
- O=C(/C=C/c1cn(-c2ccccc2)nc1-c1cccc(Cl)c1)N1CCN(c2ccccn2)CC1
  14 | -2 | 4 | 6 | -5 | 5 | -6 | 1 | -1 | 1
- CCC1(C)CC(CCNS(=O)(=O)c2ccc(C)cc2)(c2ccc(C)cc2)CCO1 (stereo not drawn)
  15 | 10 | -1 | 5 | 17 | 22 | -5 | -4 | 1 | 0
- COCn1c(C(O)c2ccccc2)cc2ccccc21 (stereo not drawn)
  -1 | 10 | 2 | 3 | -2 | -1 | -43 | 4 | -4 | -2

The line under a structure holds: Platelet DG rel | aSyn UTR inh | Dyrk1A ADPGlo | GSK3B inh | HSF1 inh | HSF-1 act | KLF5 inhibitor | IEC-6 tox | GSK3A inh | HSP90 refold inh
- Cc1ccc(S(=O)(=O)N2CC(C)C(=O)CC2C)cc1 (stereo not drawn)
  4 | -6 | -1 | 1 | 0 | -1 | -10 | 0 | -2 | -2
- COc1ccccc1NC(=O)Nc1nc(CC(=O)Nc2cccc(F)c2)cs1
  8 | -2 | 7 | 2 | 7 | 13 | / | / | -1 | /
- COc1ccc(/C=C/C2=CCN(Cc3ccc(OC)cc3)CC2)cc1
  -9 | 12 | 0 | 4 | 1 | 9 | 5 | -5 | -7 | 1
- O=C(Nc1nc(-c2ccccc2)cs1)C1c2ccccc2Oc2ccccc21
  -3 | 31 | 3 | 5 | -10 | -2 | -18 | 0 | -1 | 4
- COc1ccc(Cl)cc1NC(=O)NC(C)c1ccncc1 (stereo not drawn)
  3 | -41 | 1 | 4 | 5 | 12 | -10 | 1 | 0 | 5
- Cc1cccc(/C(N)=N/OC(=O)COc2ccccc2Cl)c1
  / | / | -3 | / | / | / | -46 | 0 | 2 | -2
- Cc1ccc2c(c1)NC(=O)C(N1CCOCC1)(C(F)(F)F)O2 (stereo not drawn)
  / | 18 | -1 | -4 | 1 | 19 | -10 | -3 | -2 | 0
- O=C(CSc1nnc(COc2ccc(Cl)cc2)o1)N1c2ccccc2CCc2ccccc21
  15 | ? | -9 | -25 | 4 | 4 | -20 | 12 | 0 | -1
- O=C(/C=C/Nc1ccc([N+](=O)[O-])cc1Br)c1cccc2ccccc12
  -7 | -163 | -7 | -2 | 19 | 51* | -28 | -2 | 1 | 0
- COc1ccccc1CC(=O)Nc1ncc(C)s1
  2 | 13 | / | -4 | 1 | 17 | 5 | 6 | -2 | 8
- NC(=S)N/N=C/c1cccc(/C=N/NC(N)=S)c1
  -25 | 0 | 7 | -1 | -7 | 2 | -14 | 2 | -1 | -3
- CCS(=O)(=O)N1CCC(C(=O)NCCCN2CCN(c3ccccc3F)CC2)CC1
  7 | -14 | -6 | 0 | / | / | -38 | 3 | -1 | 1
- Nc1c(C(=O)Nc2ccc3c(c2)OCCO3)nnn1Cc1cccc(Cl)c1
  -7 | -153 | 14 | 2 | 21 | 40 | / | / | -3 | /
- CC(=O)Nc1ccc(-c2csc(NC(=O)c3ccc(C)o3)n2)cc1
  1 | -83 | 1 | -4 | -7 | 6 | -41 | -5 | -8 | 4
- Cc1ccc(C(OCCN(C)C)c2cccc(C(F)(F)F)c2)cc1 (stereo not drawn)
  0 | 15 | 1 | -25 | -3 | -9 | 3 | -1 | 1 | 7
- OCCN(Cc1ccccc1)Cc1ccccc1F
  2 | -12 | 4 | 0 | -7 | -1 | -18 | -3 | -3 | 0
- Cc1[nH]cnc1CSCc1ccc(Cl)cc1
  -3 | -14 | 0 | 2 | 6 | 13 | -4 | -7 | -1 | -1
- Cc1nc2sc(C(c3ccc(Cl)cc3)N3CC(C)OC(C)C3)c(O)n2n1 (stereo not drawn)
  1 | -3 | 0 | 2 | -7 | 3 | -10 | -5 | -1 | -4
- O=C(NNC(=O)C1CC1)Nc1ccc(Cl)cc1
  / | / | -5 | 3 | / | / | -12 | 8 | / | 6
- O=C(NCCN1CCCC1)c1ccc(Br)cc1
  14 | 11 | 8 | -4 | -10 | -33 | -17 | -13 | -1 | 0

HSF-1 act: what is marked active above.
SMILES	Platelet DG rel	aSyn UTR inh	Dyrk1A ADPGlo	GSK3B inh	HSF1 inh	HSF-1 act	KLF5 inhibitor	GSK3A inh	HSP90 refold inh
O=C(/C=C/Nc1ccc([N+](=O)[O-])cc1Br)c1cccc2ccccc12	-7	-163	-7	-2	19	51*	-28	1	0

Next results
Structure	Platelet DG rel	aSyn UTR inh	Dyrk1A ADPGlo	GSK3B inh	HSF1 inh	HSF-1 act	KLF5 inhibitor	IEC-6 tox	GSK3A inh	HSP90 refold inh
CC(=O)SC(C)CC(=O)NCc1ccccc1 (stereo not drawn)	10	16	6	3	-5	-2	-37	0	0	-1
COc1ccc(-c2nn(-c3ccccc3)cc2/C=C/C(=O)OCC(=O)Nc2ccc(C#N)cc2)cc1	-2	21	4	-7	5	15	-28	-4	1	-2
O=C(CNC(=O)c1ccc(-c2ccccc2)cc1)Nc1ccc(S(=O)(=O)Nc2ncccn2)cc1	-1	3	-4	3	0	13	-10	-1	1	1
O=C1CC(c2ccc(S(=O)(=O)Nc3cc(C(F)(F)F)cc(C(F)(F)F)c3)cc2)CN1 (stereo not drawn)	4	0	2	-1	-3	-3	-21	5	-3	1
C=CCNC(=O)Nc1ccc(F)c(Cl)c1	-5	-18	1	2	3	-1	-44	-2	-4	-2
CC(C)[C@H](NC(=O)[C@H]1N2C(=O)c3ccccc3C2SC1(C)C)C(=O)NCc1ccco1 (stereo partly drawn)	2	-23	-1	6	-3	11	-8	-8	-3	1
CCC(Cc1ccccc1)NC(=O)/C=C/c1ccco1 (stereo not drawn)	-3	-3	15	1	4	-3	-23	0	0	-1
Cc1ccccc1C(=O)NCCNC(=O)c1ccccn1	0	5	0	4	-3	19	-16	-2	-2	1
CC(C)COc1ccc(C(=O)OCCN2CCOCC2)cc1	12	-5	-2	2	-2	8	-6	6	/	-2
Cc1cc(NC(=O)CSc2nccn2C)n(-c2ccccc2)n1	6	19	/	3	3	17	-20	2	0	4
CC1(C)CCN2CCC(C)(C)c3c(O)ccc1c32	2	23	2	0	-22	-15	-22	5	4	8
CCCCNC(=O)CC1SC(=NCC)N(CC)C1=O (stereo not drawn)	-2	-6	-8	1	-2	-1	-24	-2	0	8
COc1ccccc1CNC(=O)[C@H](CCSC)NC(=O)[C@@H]1Cc2ccccc2CN1	5	6	1	0	7	3	-1	-4	-1	-2
O=C(Nc1cccnc1)Nc1cc(Cl)cc(Cl)c1	2	-13	7	6	-11	-6	-36	-1	1	-3
COc1ccc(C(=O)C2CCCN(C(=O)c3cnsn3)C2)c(C)c1 (stereo not drawn)	-2	10	10	-2	1	8	-5	1	/	0
O=C(O)Cn1nnc(-c2ccc(OCc3ccccc3)cc2)n1	-7	-28	-2	-2	-2	-11	-20	3	-3	-2

5 compounds from above, arranged by the value under KLF5 inhibitor, largest number first:
Compound | KLF5 inhibitor
CCC1(C)CC(CCNS(=O)(=O)c2ccc(C)cc2)(c2ccc(C)cc2)CCO1 (stereo not drawn) | -5
CCOC(=O)N1CCN(S(=O)(=O)c2ccc(OC)c(OC)c2)CC1 | -6
COc1ccc(S(=O)(=O)N(CCCN2CCOCC2)Cc2cccc(OC)c2OC)cc1 | -16
CCS(=O)(=O)N1CCC(C(=O)NCCCN2CCN(c3ccccc3F)CC2)CC1 | -38
C=CCNC(=O)Nc1ccc(F)c(Cl)c1 | -44

Screens (PubChem BioAssay)

These rows are one share of the data; the hit share may differ from the screen's.
